# a7 integrin act: activates integrin-mediated alleviation for muscular dystrophy. alpha7betagal myoblasts, beta-gal FDG fluorescence, 48 h. Potency, µM (top dose mostly 38.3 µM), for inactives: at the top dose activation, hits mostly activators. 350,000 compounds, 0.064% hits. AID 624291;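 further: potency means the concentration at half of the fitted maximal effect; 100% = response of the positive control SU9516; nearly all actives have a fitted effect of over 60% in size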
#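 Alpha7betagal+/- myoblasts (passage 13) were plated 16-24 hr, then exposed to compounds (1:260 dilution of DMSO stock) for 48 hours at 37C. After MPER lysis, β-galactosidase reporter activity was read as FDG fluorescence (ex 480/em 540) after 30 minutes.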
# ELG1 genotoxic: genotoxicity induction in ELG1-luciferase HEK293T cells; HEK293T ELG1-luciferase reporter, luminescence, 16 h; 330,000 compounds, 1.3% hits; Potency, µM (doses to about 46 µM), for inactives: top-dose activity change, positive = activation, most hits filed as activators; further: potency means the concentration at half of the fitted maximal effect; % of control where 0% means no effect; nearly all actives have a fitted effect of over 60% in size
#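 After overnight (16 hr) compound treatment at 37 °C, ELG1-luciferase HEK293T cells were lysed with ONE-Glo; luminescence quantified 30 min later at room temperature.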
# B2AR arrestin: beta2AR (human) beta-arrestin recruitment activity | 330,000 compounds, 0.02% hits | Potency, µM (titrated, usually from 46.1 µM), without a hit: top-dose activation, hits mostly activators | P07550 | beta-arrestin recruitment to beta2AR, cell-based reporter;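 further: potency means the concentration at half of the fitted maximal effect; 0% = DMSO controls and full agonism = EC100 isoproterenol or metaproterenol; nearly all actives have a fitted effect of over 65% in size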
# PTAP TSG101 blk: blocks PTAP/TSG101 interaction to inhibit HIV-1 budding; Q99816; Fluorescence polarization, FITC-PTAP peptide / Tsg101 binding; Potency, µM (highest dose often 115 µM), inactives show at the highest dose activity change, negative = inhibition, hits mostly inhibitors; 340,000 tested, under 10 active; AID 493005; active means well fitted inhibition curve with a large enough effect in the main read-out, with a control signal flat, not every such curve was filed as active; inconclusive means small, poorly fitted or top-dose-only effect, or effect the other way, or a change in a side signal; inactive means no such curve, though single readings can be large or run the other way; further: potency means the concentration at half of the fitted maximal effect; % of control where 0% means no effect
# Target sequence (Q99816 whole entry, looked up): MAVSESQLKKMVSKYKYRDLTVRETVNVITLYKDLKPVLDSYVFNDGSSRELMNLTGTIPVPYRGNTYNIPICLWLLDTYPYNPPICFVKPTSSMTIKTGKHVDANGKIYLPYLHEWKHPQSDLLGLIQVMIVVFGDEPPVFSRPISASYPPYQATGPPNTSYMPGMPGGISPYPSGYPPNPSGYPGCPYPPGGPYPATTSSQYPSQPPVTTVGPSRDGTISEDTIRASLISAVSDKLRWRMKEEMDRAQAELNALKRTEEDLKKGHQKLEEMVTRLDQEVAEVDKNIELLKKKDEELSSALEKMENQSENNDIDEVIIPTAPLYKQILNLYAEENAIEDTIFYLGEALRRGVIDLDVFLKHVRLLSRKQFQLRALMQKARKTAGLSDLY
#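 Fluorescence polarization binding of Tsg101 binding domain (10 uM final) to FITC-labeled PTAP peptide (50 nM final) in HEPES pH 7.5 buffer with NaCl, Tween 20, EDTA, TCEP. Compounds added before peptide; binding 20 min at RT.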
# BRCA1 expr act: BRCA1 expression activation; MCF7-BRCA1-FFLuc reporter, luminescence, 48 h; response scale: scaled: vehicle 0%, 10 µM genistein 100%; Potency, µM (titrated, usually from 46.1 µM), inactives show at the highest dose activation, usual class: activators; 380,000 compounds, 1.1% hits; further: potency means the concentration at half of the fitted maximal effect; nearly all actives have a fitted effect of over 80% in size; some results filed as inactive show a strong effect at the top dose
#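 48 h compound treatment of MCF7-BRCA1-FFLuc cells (phenol-red free MEM, 37 °C), then 15 min with luciferase substrate and luminescence imaging.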
# uPA generation: cell surface uPA generation inhibition; cell surface uPA generation assay, qHTS; Potency, µM (highest dose often 38.3 µM), inactives show at the highest dose activity change, negative = inhibition, usual class: inhibitors; AID 540303; 330,000 compounds, 0.31% hits; active means well fitted inhibition curve with a large enough effect; inconclusive means small, poorly fitted or top-dose-only effect; inactive means no such curve, though single readings can be large or run the other way; tested in mouse RAW 264.7 cells; further: potency means the concentration at half of the fitted maximal effect; on the % scale 0 is the no-effect control and ±100 the full control effect; nearly all actives have a fitted effect of over 55% in size
# USP2a inh: USP2a (human) protease inhibition. 330,000 compounds, 0.01% hits. O75604. AID 463254. USP2 core, Ub-CHOP2 coupled fluorogenic reporter, 485/531. Potency, µM (highest dose often 38.3 µM), inactives show at the top dose activity change, negative = inhibition, most hits filed as inhibitors;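 further: potency means the concentration at half of the fitted maximal effect; plate controls were DMSO wells for no effect and full inhibition by NEM control for full effect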
#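 USP2 core (10nM final) preincubated 30min RT with compound in 20mM Tris-HCl pH 8.0, 2mM CaCl2, 2mM beta-mercaptoethanol, 0.05% CHAPS; 25nM Ub-CHOP2 plus 25nM reporter substrate added, fluorescence (Ex485/Em531) read after 60min.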
# p53 reactivation: re-activators of mutant p53. AID 504706. 320,000 compounds, 0.063% hits. H1299 p53-A138V BP100-luciferase reporter, luminescence, 24 h. Potency, µM (top dose mostly 92.2 µM), for inactives: at the highest dose activity change, positive = activation, actives largely listed as activators; further: potency means the concentration at half of the fitted maximal effect; % of control where 0% means no effect; nearly all actives have a fitted effect of over 45% in size
#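 H1299 (p53-null), stable ts p53-A138V + BP100-Luc; 1000 cells/well, Opti-MEM/10% FBS; cpd 4 pt, 1:5; 24 h, 37 deg C, 5% CO2; detection reagent 10 min RT; luminescence.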
# S-ASM inh: inhibitors of human secretory acid sphingomyelinase; Potency, µM (series often up to 57.5 µM), for inactives: top-dose activity change, negative = inhibition, hits mostly inhibitors; AID 504937; P17405; 340,000 compounds, 0.006% hits; placental ASM, HMU-PC fluorogenic substrate, 60 min; further: potency means the concentration at half of the fitted maximal effect
#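 Fluorescence read-out (Ex 386 nm, Em 447 nm) after stopping the reaction at pH 10. Enzyme: ASM from human placenta; substrate HMU-PC0, 9 uM final; 60 min, 37 °C. Compound preincubation 10 min, ambient temperature.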
# TRPV1 agonist: agonists of human vanilloid receptor 1 (TRPV1); 320,000 compounds, 0.19% hits; activation, % at 8.33 µM; TRPV1-expressing cells, Fluo-8 calcium influx, agonist mode; Q8NER1; in the data active means activation above about 80%; inconclusive means between about 30% and that limit; further: 0% is about no effect
#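 Fluo-8 calcium influx in TRPV1-expressing cells, kinetic read (ex 480/em 520 nm). Compound added and read 3 min for agonist activity, followed by capsaicin at EC20 final and 2 min further read for enhancement.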
# Eya2 phos inh: Eya2 (human) phosphatase inhibition; Potency, µM (titrated, usually from 76.9 µM), without a hit: top-dose activity, negative = inhibition, actives largely listed as inhibitors; recombinant Eya2, OMFP fluorescence dephosphorylation (OMFP is methylfluorescein phosphate); 330,000 compounds, 0.006% hits; O00167; further: potency means the concentration at half of the fitted maximal effect; on the % scale 0 is the no-effect control and ±100 the full control effect
# Target sequence (O00167 whole entry, looked up): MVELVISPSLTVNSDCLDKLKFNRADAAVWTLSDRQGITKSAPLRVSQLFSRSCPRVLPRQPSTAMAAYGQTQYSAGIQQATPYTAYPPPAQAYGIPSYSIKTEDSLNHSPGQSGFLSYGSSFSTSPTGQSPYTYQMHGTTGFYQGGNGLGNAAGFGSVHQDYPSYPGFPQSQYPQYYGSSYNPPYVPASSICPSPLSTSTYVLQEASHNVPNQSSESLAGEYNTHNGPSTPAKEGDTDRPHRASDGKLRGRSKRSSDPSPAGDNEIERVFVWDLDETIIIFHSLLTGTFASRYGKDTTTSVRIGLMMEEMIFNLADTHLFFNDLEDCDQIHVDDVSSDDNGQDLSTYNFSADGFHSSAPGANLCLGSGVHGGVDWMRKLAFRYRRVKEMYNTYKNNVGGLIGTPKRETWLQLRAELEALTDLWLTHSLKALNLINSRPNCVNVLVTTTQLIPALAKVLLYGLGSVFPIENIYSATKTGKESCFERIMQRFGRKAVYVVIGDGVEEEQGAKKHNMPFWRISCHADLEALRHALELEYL
#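 Eya2 protein (added as 0.2 uM solution) was preincubated with compound for 10 min at ambient temperature in 50 mM HEPES pH 7.5, 50 mM NaCl, 5 uM MgCl2, 0.05% BSA, 1 mM DTT. OMFP (added at 50 uM) then reacted 10 min; fluorescence read at 485/525 nm.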
# An asterisk follows results filed as active; u = inconclusive; x = no result given; [ ] = dose if it differs, or a comment. Unless noted, the call rests on the fitted dose curve; in most records, active means well fitted curve in the direction sought with a large enough effect; inconclusive means small, poorly fitted or top-dose-only effect, or another doubt; inactive means no such curve, though single readings can be large; an effect the other way counts as inactive or inconclusive.
# The line under a structure holds: a7 integrin act	ELG1 genotoxic	B2AR arrestin	PTAP TSG101 blk	BRCA1 expr act	uPA generation	USP2a inh	p53 reactivation	S-ASM inh	TRPV1 agonist	Eya2 phos inh
Cc1cc(C)n(-c2cccc(CN3CCC(CO)(Cc4ccccc4)CC3)c2)n1
    1%	-4%	-0.4%	-2%	-25%	-4%	1%	-2%	2%	2	-5%
COc1ccc(NC(=O)c2ccccc2C)c(OC)c1
    16%	0%	-0.1%	x	21%	-11%	-1%	1%	5%	1	12%
CCCCNC(=O)Nc1ccc2c(c1)N(C)C(=O)c1ccccc1S2
    -14%	-1%	-0.9%	-10%	-36%	18%	-6%	-3%	-3%	19	u
N#Cc1ccccc1OCC(=O)Nc1cccc(S(=O)(=O)N2CCCC2)c1
    -9%	-2%	-0.7%	-4%	4%	-16%	-2%	2%	2%	4	11%
CCCCNC(=O)N1CCOCCOCCN(C(=O)NCCCC)CCOCC1
    3%	-4%	-0.7%	-1%	2%	2%	0%	3%	4%	0	11%
CC1CCCC(NC(=O)COC(=O)[C@@H]2CC(O)CN2S(=O)(=O)c2ccc3c(c2)OCCO3)C1C (some centres not stated)
    0%	-1%	-0.4%	-1%	2%	1%	2%	1%	3%	3	1%
O=C(c1ccccc1F)N1CCN(Cc2ccccc2F)CC1
    36%	2%	-0.1%	-6%	1%	-5%	-11%	-2%	3%	4	-12%
COc1cc2c(cc1OC)C(COc1ccccc1OC)N(C(=O)c1ccco1)CC2 (configuration not stated)
    -6%	-1%	-0.5%	2%	-28%	-8%	0%	-6%	-2%	4	-16%
Cc1ccc(-c2nnn(CC(=O)N(CC(=O)NCC3CCCO3)c3ccccc3)n2)o1 (configuration not stated)
    15%	-5%	-0.3%	-5%	-13%	x	-2%	-3%	0%	2	3%
CCOc1ccccc1N(CC(=O)NCc1ccc(OC)cc1)S(C)(=O)=O
    14%	-1%	-0.1%	-1%	-10%	-1%	1%	-8%	-3%	1	-1%
CCOC(=O)NC(=O)C(/C=N/c1sccc1C(=O)OC)=C(\C)O
    16%	-3%	0.0%	-2%	-1%	-6%	28%	2%	-3%	-2	0%
COc1ccc(-c2csc(-n3cccn3)n2)cc1
    -9%	u	0.4%	-3%	u	-2%	0%	u	-4%	-1	-4%
CCc1ccccc1NC(=O)N1C2CCCC1CC(NC(=O)C(C)(C)C)C2 (configuration not stated)
    1%	2%	0.2%	-8%	0%	5%	-3%	0%	4%	4	-6%
CC(C)(C)C1CCc2onc(C(=O)Nc3cccnc3)c2C1 (configuration not stated)
    4%	-3%	0.1%	-4%	-16%	x	-1%	-2%	-2%	u	5%
CCCCC(=O)Nc1cccc(NC(=S)NC(=O)COc2ccccc2Cl)c1
    -20%	1%	-0.4%	-4%	-7%	-8%	0%	-1%	-17%	2	-6%
C=CCN(CC=C)C(=O)CN1C(=O)NC(c2ccccc2)(c2ccccc2)C1=O
    -10%	0%	-0.2%	1%	0%	5%	3%	0%	-1%	-5	8%
CC1(C)SC2c3ccccc3C(=O)N2[C@@H]1C(=O)NC1CCCC1 (some centres not stated)
    31%	-3%	-1.2%	-4%	-6%	-1%	3%	-13%	2%	-1	2%
COc1ccc(CCn2c(-c3ccc(F)cc3)nc3c(c(=O)c4ccccc4n3C)c2=O)cc1OC
    -6%	0%	2.5%	-2%	-4%	4%	0%	0%	0%	3	10%
CCOC(=O)C1=C(C)NC(=O)NC1c1ccc(OCC(=O)N2CCCCC2)cc1 (configuration not stated)
    21%	0%	0.0%	-3%	-9%	0%	-2%	-18%	3%	1	8%
N#CCCn1cc(/C=C2\NC(=S)N(c3ccccc3)C2=O)c(-c2ccc(F)cc2)n1
    7%	-13%	-1.6%	-11%	-20%	3%	-5%	-9%	-11%	5	1%
C[C@H](NC(=O)Nc1ccccc1F)C(=O)O
    10%	1%	-0.2%	2%	16%	14%	1%	8%	5%	-6	8%
CCn1c(SCC(=O)Nc2nncs2)nnc1C(C)NC(=O)c1ccccc1Br (configuration not stated)
    21%	-3%	-0.2%	-2%	-14%	1%	1%	1%	9%	5	-6%
Cc1ccc(S(=O)(=O)N2CCN(Cc3ccsc3)CC2)cc1
    7%	1%	0.2%	1%	-23%	0%	1%	1%	2%	2	5%
Cc1ccc(C(=O)NCc2ccccn2)cc1S(=O)(=O)N1CCOCC1
    -4%	-1%	-0.1%	-5%	3%	-2%	-1%	12%	3%	1	2%
O=C(Cc1ccccc1)N1CCN(c2ncccn2)CC1
    19%	2%	-0.4%	-1%	-13%	1%	3%	-2%	1%	3	4%
Cc1cc(C)nc(-n2nc(C)cc2NC(=O)CN2CCC(C)CC2)n1
    -41%	-2%	u	1%	-47%	-3%	-3%	2%	-2%	27	-1%
O=C(Cc1csc(Nc2nc(=S)[nH]c3ccccc23)n1)N1CCN(c2cccc(C(F)(F)F)c2)CC1
    -5%	10%	-0.1%	1%	-45%	-3%	4%	4%	44%[activator]	2	2%
CC(Oc1ccccc1)C(=O)N=Nc1c(O)[nH]c2ccc(Br)cc12 (configuration not stated)
    31%	-10%	-0.1%	2%	-25%	13%	2%	-9%	0%	0	-6%
O=C(NC1CCN(Cc2ccccc2)CC1)c1cc(S(=O)(=O)Nc2ccc(F)cc2)ccc1Cl
    13%	-3%	0.3%	0%	-40%	3%	0%	-5%	0%	8	10%
COc1cc(C(=O)Nc2ccc(S(=O)(=O)N(C)c3ccccc3)cc2)cc(OC)c1OC
    -20%	11%	-0.1%	-1%	-39%	10%	-9%	-3%	-9%	14	-3%
O=C1NC2=C(C(=O)c3ccccc32)C(c2ccccc2)N1 (configuration not stated)
    -10%	0%	-0.1%	-2%	-3%	-7%	0%	-28%	-7%	-2	-22%
Cc1cc(C)c(N)c(C(=O)O)c1
    8%	2%	0.1%	-7%	6%	-10%	-14%	2%	5%	2	-10%
COC(=O)c1cc(=O)nc2sccn12
    11%	-3%	-1.0%	-7%	-6%	8%	0%	-1%	8%	-7	23%
CC[C@@]1(C(=O)OC)N[C@H](CN(C)S(=O)(=O)c2ccc(C(F)(F)F)cc2)[C@@H]2C(=O)N(C)C(=O)[C@@H]21
    0%	2%	-0.8%	-5%	-12%	9%	0%	-3%	1%	x	-10%
Cc1c(C2=CCN(S(=O)(=O)c3ccc(Cl)cc3)CC2)c2ccccc2n1C
    11%	-5%	-0.8%	-8%	-63%	-2%	-1%	2%	-2%	0	4%
CCOCC(=O)NC1CCc2cc(OC(=O)COCC)c(OC)c(OC)c2-c2ccc(SC)c(=O)cc21 (configuration not stated)
    -9%	x	x	0%	u	-11%	x	x	-6%	x	x

# In a second layout: entries from further up
smiles	a7 integrin act	ELG1 genotoxic	B2AR arrestin	PTAP TSG101 blk	BRCA1 expr act	uPA generation	USP2a inh	p53 reactivation	S-ASM inh	TRPV1 agonist	Eya2 phos inh
CCOCC(=O)NC1CCc2cc(OC(=O)COCC)c(OC)c(OC)c2-c2ccc(SC)c(=O)cc21 (configuration not stated)	-9%	x	x	0%	u	-11%	x	x	-6%	x	x
CC[C@@]1(C(=O)OC)N[C@H](CN(C)S(=O)(=O)c2ccc(C(F)(F)F)cc2)[C@@H]2C(=O)N(C)C(=O)[C@@H]21	0%	2%	-0.8%	-5%	-12%	9%	0%	-3%	1%	x	-10%
Cc1cc(C)c(N)c(C(=O)O)c1	8%	2%	0.1%	-7%	6%	-10%	-14%	2%	5%	2	-10%
Cc1c(C2=CCN(S(=O)(=O)c3ccc(Cl)cc3)CC2)c2ccccc2n1C	11%	-5%	-0.8%	-8%	-63%	-2%	-1%	2%	-2%	0	4%
COC(=O)c1cc(=O)nc2sccn12	11%	-3%	-1.0%	-7%	-6%	8%	0%	-1%	8%	-7	23%
O=C1NC2=C(C(=O)c3ccccc32)C(c2ccccc2)N1 (configuration not stated)	-10%	0%	-0.1%	-2%	-3%	-7%	0%	-28%	-7%	-2	-22%

# High-throughput results from PubChem.
